TAAR1 antag: human TAAR1 antagonism | Q96RJ0 | CHO RD-HGA16 TAAR1, Fluo-8 calcium fluorescence, antagonist | inhibition, % at 3 µM | AID 624466 | actives 1.5% (n = 360,000);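 active means inhibition above a per-plate cutoff, the mean inhibition of test compounds on that plate plus 3 SD, cut at about 49% in these data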;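 further: 0% = DMSO plus EC80 beta-PEA response and 100% = DMSO alone without agonist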
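Test system – hTAAR1-expressing CHO RD-HGA16 cells, Gα16-coupled · Also added – β-PEA at EC80 concentration, post-compound challenge · Compound – 3 µM, single point · Incubation – dye loading 75 min at 37 °C, then 30 min room temperature · Measured by – Fluo-8 intracellular calcium dye fluorescence, real-time kinetic reads · Benchmarks – vehicle and agonist controls · Replicates – singlicate, one well per test compound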
CHO-K1 Ca ag: nonselective activator or artifact in parental CHO-K1 cells; Fluo-8 calcium fluorescence; scaled to maximal ATP response, vehicle zero; activation, % at 3 µM; actives 0.48% (n = 360,000); AID 602248; in the data active means activation above about 15%;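 further: untransfected CHO-K1 host cells lacking M1 receptor as counterscreen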
CHRM1 antagonist: blocks human M1 muscarinic receptor; CHO-K1 hM1, Fluo-8 calcium fluorescence, ACh EC80 antagonist; inhibition, % at 3 µM; actives 1.3% (n = 360,000); AID 588852;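 active means percent inhibition above its own plate's cutoff, namely the mean of that plate's compound wells plus 3 SD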;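 further: peak over basal fluorescence ratio during 140 s after agonist addition; 0% = ACh EC80 plus DMSO and 100% = DMSO alone without agonist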
Target sequence (P11229 whole entry, looked up): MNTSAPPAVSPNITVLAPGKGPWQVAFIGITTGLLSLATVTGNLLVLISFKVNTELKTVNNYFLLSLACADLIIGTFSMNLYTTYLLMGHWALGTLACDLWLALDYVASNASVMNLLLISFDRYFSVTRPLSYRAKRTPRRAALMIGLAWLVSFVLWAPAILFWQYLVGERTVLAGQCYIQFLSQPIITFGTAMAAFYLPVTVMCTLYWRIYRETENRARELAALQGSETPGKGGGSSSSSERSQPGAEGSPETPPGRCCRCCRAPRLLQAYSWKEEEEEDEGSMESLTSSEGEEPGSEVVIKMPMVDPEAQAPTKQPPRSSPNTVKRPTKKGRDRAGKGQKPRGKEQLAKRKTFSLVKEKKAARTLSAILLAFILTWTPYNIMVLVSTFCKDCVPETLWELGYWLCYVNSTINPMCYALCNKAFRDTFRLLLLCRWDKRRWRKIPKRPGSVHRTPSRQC
OXTR potentiate: human OXTR potentiation; P30559; CHO-OTR cells, Fluo-8 calcium fluorescence, potentiator mode; 0% = oxytocin EC15, 100% = EC100; activation, % at 3 µM; actives 0.061% (n = 320,000); AID 2445;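 active means activation above that plate's cutoff, the mean activation of tested compounds plus 3 SD, cut at about 6.6% in these data, passing the limit was not always enough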;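 further: 100% uses oxytocin at 75 nM as the full agonist control; some results filed as inactive read as strong as hits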
Target sequence (P30559 whole entry, looked up): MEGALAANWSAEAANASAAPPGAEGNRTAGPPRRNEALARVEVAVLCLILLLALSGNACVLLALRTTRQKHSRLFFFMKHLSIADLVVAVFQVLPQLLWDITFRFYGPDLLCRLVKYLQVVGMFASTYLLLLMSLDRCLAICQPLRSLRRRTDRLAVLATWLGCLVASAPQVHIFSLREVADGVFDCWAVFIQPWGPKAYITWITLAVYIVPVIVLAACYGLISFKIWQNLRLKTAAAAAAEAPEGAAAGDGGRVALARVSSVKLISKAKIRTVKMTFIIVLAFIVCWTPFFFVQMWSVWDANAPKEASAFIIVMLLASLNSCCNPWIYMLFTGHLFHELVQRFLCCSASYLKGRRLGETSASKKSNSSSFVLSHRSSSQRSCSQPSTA
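test system = CHO-OTR cells, human receptor | compound = single-point 3.0 µM | schedule = 6 min compound pre-incubation at room temperature, 100 s kinetic read | signal = Fluo-8 no-wash calcium dye fluorescence, excitation 470-495 nm, emission 515-575 nm | repeats = single well per compound, singlicate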
TAAR1 agonist: agonists of human TAAR1. Q96RJ0. CHO RD-HGA16 TAAR1, Fluo-8 calcium fluorescence; vehicle wells 0%, saturating PEA agonist 100%. activation, % at 3 µM. actives 0.99% (n = 360,000);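 active means activation above the mean activation of all test compounds in the run plus 3 SD, cut at about 38% in these data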
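Signal – calcium-sensitive Fluo-8 signal, excitation 470-495, emission 515-575 nm · System – RD-HGA16 (CHO) cells co-expressing Gα16 and hTAAR1 · Incubation – 17-24 h seeding, 75 min 37 °C dye, 30 min RT · Compound dosing – 3 µM single concentration · Repeats – no replicates (n 1)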
CHO parental Ca: signal in parental CHO cells, OX1R antagonist counter-screen. inhibition, % at 5.6 µM. parental CHO-K1, ATP-induced calcium, Fluo-8 fluorescence. actives 0.63% (n = 330,000);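 active means inhibition above that plate's mean sample inhibition plus 3 SD, cut at about 26% in these data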;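 further: 0% = ATP-challenged DMSO wells and 100% = DMSO wells without ATP; some compounds past the cut are filed as inactive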
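Material – parental CHO cells · Reagent – ATP stimulus · Compound – single nominal dose of 5.6 µM per compound · Detection – Fluo-8 fluorescence · Read-out basis – percent inhibition of calcium signal · Controls – ATP-challenged DMSO wells low, unchallenged DMSO wells high · Repeats – no replicates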
CHO-K1 Ca PAM: nonselective activator or artifact in parental CHO-K1 calcium assay; ATP EC20, Fluo-8 calcium fluorescence; 0% at ATP EC20, 100% at ATP max; actives 0.02% (n = 360,000); activation, % at 3 µM;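 active means activation above the run cutoff, the mean activation of all test compounds plus 3 SD, cut at about 40% in these data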;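 further: peak over basal fluorescence ratio in a 140 s read after ATP addition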
M1 ag: activates human CHRM1 receptor | P11229 | CHO-K1 hM1, Fluo-8 calcium fluorescence, agonist mode; 0% DMSO, 100% acetylcholine EC100 | activation, % at 3 µM | actives 0.33% (n = 360,000) | AID 588814;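 active means activation above the run's mean compound activation plus 3 SD, cut at about 16% in these data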;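 further: peak over basal fluorescence ratio within a 140 s kinetic read after compound addition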
CHO-K1 Ca antag: counter-screen for M1 antagonists: effect in parental CHO-K1 cells; ATP-induced calcium, Fluo-8 fluorescence; inhibition, % at 3 µM; actives 0.6% (n = 360,000); AID 602250;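 active means inhibition above a per-plate cutoff, the plate's mean sample inhibition plus 3 SD, cut at about 24% in these data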;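 further: 0% = DMSO plus EC80 ATP and 100% = DMSO alone without ATP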
* hit, by the source's call; x = no result given.

SMILES	TAAR1 antag	CHO-K1 Ca ag	CHRM1 antagonist	OXTR potentiate	TAAR1 agonist	CHO parental Ca	CHO-K1 Ca PAM	M1 ag	CHO-K1 Ca antag
CC(C)Oc1cccc(C(=O)Nc2nnc([C@@H]3C[C@H](O)[C@@H](CO)O3)s2)c1	0	0.1	-7	x	-1	x	24	-4	-15
C=CCn1cc(C(=O)NCC2CCCO2)c(=O)c2cc(S(=O)(=O)N3CCCCCC3)ccc21 (configuration not stated)	13	1.1	-3	-9	3	-22	9	-5	-6
COc1ccc(-c2cc(C(F)(F)F)nc(SCC(=O)N3CC(C)OC(C)C3)n2)cc1OC (configuration not stated)	0	0.1	-5	x	1	x	15	-2	1
CCN(C(=O)COC(=O)Cc1c[nH]c2ccccc12)c1c(N)n(Cc2ccccc2)c(=O)[nH]c1=O	-8	0.1	-4	-8	3	12	-15	-2	0
CCC(=O)Nc1ccc(C(=O)NNC(=O)c2cc([N+](=O)[O-])cc([N+](=O)[O-])c2)cc1	6	0.3	-9	-3	13	5	25	-5	-13
O=C(CN1C(=O)COc2ccc(S(=O)(=O)N3CCCC3)cc21)N1CCCC1	-2	0.1	-16	-1	2	-5	6	-2	-7
CSc1ccccc1OCc1cc(C(=O)NCc2cccc(C)n2)no1	-13	3.9	-4	-9	-1	-8	2	-3	-3
Clc1ccc(OCCNCCc2ccccc2)cc1	11	8.4	-13	-16	81*	-19	16	1	-6
CSCC[C@H](NC(=O)N1CCn2c1nc1ccccc12)C(=O)N1CCCCC1	-14	0.2	-3	0	0	-24	17	-3	-11
COc1ccc(OC(=O)COc2cc(C)ccc2C)cc1	9	0.3	-1	-2	-1	5	3	-1	2
CCOC(=O)c1cccc(NC(=O)CCNS(=O)(=O)c2cc(Br)cnc2N)c1	-3	6.0	2	-12	3	-8	16	-1	-8
CCOC(=O)/C(N=Nc1ccc(F)cc1)=C(/O)c1ccc([N+](=O)[O-])cc1	-13	0.1	-8	-6	0	-7	14	-4	-8
O=C(Oc1ccc(OC(=O)N2CCCCC2)cc1)c1ccccc1	-5	1.6	11	-8	4	-2	12	-11	-15
O=C(O)C1CCCCC1C(=O)NCCCn1ccnc1 (configuration not stated)	x	0.2	9	-6	x	0	-13	-6	13
CC(C(=O)O)n1c(C(F)(F)F)nc2ccccc21 (configuration not stated)	15	0.2	-5	0	2	2	13	-2	-7
CCOC(=O)c1c(-c2ccc(OC)cc2)oc2c1C(OC(C)=O)CCC2 (configuration not stated)	8	0.8	x	x	0	x	-7	x	3
CCN1CCN(CC(=O)N2N=C(c3cccs3)CC2c2ccc(C)cc2)C(=O)C1=O (configuration not stated)	-1	0.6	10	7	0	-23	-10	-3	-9
CN(CC#CCC(c1ccccc1)c1ccccc1)C(C)(C)C	12	3.4	95*	-1	17	-6	10	-7	1
N#C/C(=C\c1ccccc1)C(=O)N1CCC(C(N)=O)CC1	-20	0.3	-4	-5	0	4	7	-6	-11
Cc1ccc(-n2nnnc2/C=C\Nc2cc(C)on2)cc1	-4	0.3	-3	-1	-1	-5	-8	-7	14
O=c1[nH]c(C2CCN(S(=O)(=O)Cc3ccccc3)CC2)nc2c1nnn2Cc1ccccc1	10	0.2	-4	-11	-3	-10	11	-5	-5
O=C1NCC2=C1C(c1ccccc1)Nc1ccccc1N2 (configuration not stated)	-3	0.0	-7	-2	4	3	-13	-1	5
CCn1c(-c2ccco2)nc2ccccc21	-19	0.0	-2	-1	0	-6	16	-6	-13
CCOc1ccc(N2C(=O)CC(NCCc3ccncc3)C2=O)cc1 (configuration not stated)	-1	0.1	-16	-4	9	-8	-5	-3	-2
CCCc1nc2oc3cc(OC)ccc3c(=O)c2c(=O)n1CCc1ccccc1	-27	0.1	-15	0	3	-9	15	-3	3

Record cards, from the list above:
Listed for O=C1NCC2=C1C(c1ccccc1)Nc1ccccc1N2 (configuration not stated) = TAAR1 antag: -3; CHO-K1 Ca ag: 0.0; CHRM1 antagonist: -7; OXTR potentiate: -2; TAAR1 agonist: 4; CHO parental Ca: 3; CHO-K1 Ca PAM: -13; M1 ag: -1; CHO-K1 Ca antag: 5
Listed for O=C(Oc1ccc(OC(=O)N2CCCCC2)cc1)c1ccccc1 = TAAR1 antag: -5; CHO-K1 Ca ag: 1.6; CHRM1 antagonist: 11; OXTR potentiate: -8; TAAR1 agonist: 4; CHO parental Ca: -2; CHO-K1 Ca PAM: 12; M1 ag: -11; CHO-K1 Ca antag: -15
Listed for CCOC(=O)c1c(-c2ccc(OC)cc2)oc2c1C(OC(C)=O)CCC2 (configuration not stated) = TAAR1 antag: 8; CHO-K1 Ca ag: 0.8; CHRM1 antagonist: x; OXTR potentiate: x; TAAR1 agonist: 0; CHO parental Ca: x; CHO-K1 Ca PAM: -7; M1 ag: x; CHO-K1 Ca antag: 3

In the list so far, these contain an NH in an aromatic ring:
SMILES	TAAR1 antag	CHO-K1 Ca ag	CHRM1 antagonist	OXTR potentiate	TAAR1 agonist	CHO parental Ca	CHO-K1 Ca PAM	M1 ag	CHO-K1 Ca antag
CCN(C(=O)COC(=O)Cc1c[nH]c2ccccc12)c1c(N)n(Cc2ccccc2)c(=O)[nH]c1=O	-8	0.1	-4	-8	3	12	-15	-2	0
O=c1[nH]c(C2CCN(S(=O)(=O)Cc3ccccc3)CC2)nc2c1nnn2Cc1ccccc1	10	0.2	-4	-11	-3	-10	11	-5	-5

New compounds follow
SMILES	TAAR1 antag	CHO-K1 Ca ag	CHRM1 antagonist	OXTR potentiate	TAAR1 agonist	CHO parental Ca	CHO-K1 Ca PAM	M1 ag	CHO-K1 Ca antag
CC(=O)NC(C(=O)OCC(=O)N(c1ccccc1)c1ccccc1)C(C)C (configuration not stated)	-9	0.6	-8	2	-3	-17	11	-4	-15
Cc1cc(Cl)ccc1NC(=O)C(=O)N/N=C/c1ccc2c(c1)OCO2	2	0.8	-7	4	0	-12	-3	0	5
CCC(C)(C)C1CCc2[nH]nc(C(=O)NCC3CC3)c2C1 (configuration not stated)	-15	-0.8	6	-6	19	-7	8	-10	-13
O=C(CS(=O)(=O)c1cn(Cc2ccc(F)cc2)c2ccccc12)N1CCCCC1	-1	0.2	-15	-10	12	-16	-6	-3	-1
Cc1[nH]c2ccccc2c1C=NNC(=O)c1cc(-c2cccnc2)nc2ccccc12	33	2.0	9	-5	5	-15	-12	-2	5
O=C(CCCn1c(=O)c2sccc2n(CC(=O)OCc2ccccc2)c1=O)NCc1ccco1	46	5.5	28*	-6	13	0	22	-2	-6
CN(C)Cc1cc(C(C)(C)C)c(O)c(C(C)(C)C)c1	-11	0.4	-20	-13	6	-1	15	-4	-13
Cc1cccc(/C=N/NC(=O)c2c(-c3ccccc3)noc2C)c1O	2	1.2	-6	-12	0	15	-5	-2	0
CCOC(=O)c1oc2ccc(S(=O)(=O)n3nc(-c4ccc(OC)cc4)cc3N)cc2c1C	-15	-0.4	4	-9	-1	2	5	-3	4
CCCC(=O)Nc1nnc(-c2cccc(OCC)c2)s1	-5	-0.8	-2	0	8	-19	8	-5	-4
Cc1ccc(S(=O)(=O)NCc2ccco2)cc1C(N)=O	-9	0.1	-5	10	5	3	0	-6	-8
CC(=O)Nc1nc(SCc2cccc3ccccc23)n[nH]1	2	0.3	1	-1	10	1	14	-3	-12
CCN(CC)C(=O)COc1ccc2c(-c3ccc(OC)cc3)cc(=O)oc2c1	19	1.6	-1	-5	1	0	15	-5	-13
CCc1noc(C)c1C(=O)N1CCCC(Nc2cccc(F)c2)C1 (configuration not stated)	8	0.7	-18	x	1	x	17	-1	-15
Cc1ccc(Cl)cc1NC(=O)CCNC(=O)N1CC(=O)Nc2ccccc21	-14	1.4	-7	-3	1	-10	12	-1	-16
CCn1ccnc1C(O)c1ccc(N(C)C)cc1 (configuration not stated)	6	1.3	-2	-3	1	-4	25	-3	-17
N#CC1=C(N)N(c2ccccc2)C2=C(C(=O)CCC2)C1c1cccs1 (configuration not stated)	18	-0.2	-2	-3	15	-6	0	-3	10
COc1ccc(-c2ccn(-c3cccc(F)n3)n2)cc1	8	1.3	-4	x	-1	x	21	-6	-7
CCOc1ccccc1C(=O)N(Cc1sccc1C)C1CCS(=O)(=O)C1 (configuration not stated)	-23	0.4	-3	-6	0	-19	-3	-2	0
CCCCn1c(N)c(N(CCOC)C(=O)CCCc2nc3ccccc3c(=O)[nH]2)c(=O)[nH]c1=O	2	-0.1	-9	-4	2	13	-18	-1	3
O=C(CN1C(=O)CSCC1=O)Nc1ccc2c(c1)OCO2	-25	0.1	-7	-15	3	4	12	-6	-4
CSc1ccc(OCC(=O)Nc2ccc(N3CCOCC3)c(Cl)c2)cc1	45	4.2	12	x	3	x	-6	-2	0
CCC(=O)Nc1ccccc1C(=O)N1CCCC1	11	0.4	-1	-6	1	13	3	-3	0
O=C(NCCNC(=O)c1ccc([N+](=O)[O-])cc1)c1ccncc1	1	4.8	-4	-3	2	-13	12	-6	5
O=C(NC(=S)N1CCOCC1)c1ccccc1Cl	-23	1.4	-4	-2	2	2	19	-2	-4
Cc1noc(C)c1S(=O)(=O)N(C)C[C@H]1Oc2ccc(NC(=O)Cn3cnnn3)cc2C(=O)N([C@H](C)CO)C[C@@H]1C	2	0.2	-1	4	13	-2	-4	-4	-13
CCC1CCCCN1C(=O)c1cc(S(=O)(=O)N2CCOCC2)ccc1C (configuration not stated)	2	0.0	-2	-2	1	-28	6	-7	7
CCN1CCN(CC(=O)Nc2cc(C)c(C)cc2[N+](=O)[O-])CC1	-13	0.1	-6	-4	11	-7	21	-9	-8
Fc1ccc(CSc2nnc(-c3cccnc3)n2Cc2ccco2)cc1	1	0.3	-1	5	13	-18	1	-4	5
